Bioassay records deposited in PubChem by Sanford-Burnham Center for Chemical Genomics.
MPTP inh: inhibitors of mitochondrial permeability transition pore; AID 602449; 360,000 tested, 1.4% active; inhibition, % at 10 µM; isolated mouse mitochondria, Ca2+ swelling absorbance, 30 min;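 active = inhibition of 50% or more, scaled per plate between neutral and stimulator controls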;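 also: 0% = DMSO wells given calcium and 100% = 1 mM EGTA wells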
SENP6 block: blocks the human protease SENP6; Q9GZR1; Recombinant SENP6 catalytic domain, aminoluciferin luminescence; inhibition, % at 10 µM; 330,000 tested, 1.8% active;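 active = inhibition above about 50% at the single tested dose, limit read from the data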;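 also: plate controls were DMSO wells with enzyme for no effect and DMSO wells lacking enzyme for full effect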
SENP7 inh: SENP7 protease inhibition | Q9BQF6 | recombinant SENP7, Z-RLRGG-aminoluciferin luminescence, 40 min | inhibition, % at 5 µM | 330,000 tested, 1.5% active | AID 434973;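 active = inhibition above about 50% at the single test dose, limit read from the data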;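 also: plate controls were DMSO with enzyme for no effect and no enzyme buffer wells for full effect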
PfG6PD inh: PfG6PD (Plasmodium falciparum) enzyme inhibition; PfGluPho enzyme, NADPH resazurin-diaphorase fluorescence; inhibition, % at 20 µM; 350,000 tested, 0.78% active;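 active = inhibition reaching at least a set limit at 20 µM in the primary screen, cut at about 59% in these data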;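 also: 0% = DMSO wells with substrate and 100% = DMSO wells lacking glucose-6-phosphate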
HKDC1 inhibitor: HKDC1 (human) hexokinase inhibition. Q2TB90. recombinant HKDC1, G6PDH/diaphorase resazurin coupled fluorescence. inhibition, % at 20 µM. 340,000 tested, 0.16% active;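 active = inhibition above about 35% when tested at 20 µM, limit read from the data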;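 also: plate controls were DMSO wells with enzyme for no effect and DMSO wells lacking enzyme for full effect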
Target sequence (Q2TB90 whole entry, looked up): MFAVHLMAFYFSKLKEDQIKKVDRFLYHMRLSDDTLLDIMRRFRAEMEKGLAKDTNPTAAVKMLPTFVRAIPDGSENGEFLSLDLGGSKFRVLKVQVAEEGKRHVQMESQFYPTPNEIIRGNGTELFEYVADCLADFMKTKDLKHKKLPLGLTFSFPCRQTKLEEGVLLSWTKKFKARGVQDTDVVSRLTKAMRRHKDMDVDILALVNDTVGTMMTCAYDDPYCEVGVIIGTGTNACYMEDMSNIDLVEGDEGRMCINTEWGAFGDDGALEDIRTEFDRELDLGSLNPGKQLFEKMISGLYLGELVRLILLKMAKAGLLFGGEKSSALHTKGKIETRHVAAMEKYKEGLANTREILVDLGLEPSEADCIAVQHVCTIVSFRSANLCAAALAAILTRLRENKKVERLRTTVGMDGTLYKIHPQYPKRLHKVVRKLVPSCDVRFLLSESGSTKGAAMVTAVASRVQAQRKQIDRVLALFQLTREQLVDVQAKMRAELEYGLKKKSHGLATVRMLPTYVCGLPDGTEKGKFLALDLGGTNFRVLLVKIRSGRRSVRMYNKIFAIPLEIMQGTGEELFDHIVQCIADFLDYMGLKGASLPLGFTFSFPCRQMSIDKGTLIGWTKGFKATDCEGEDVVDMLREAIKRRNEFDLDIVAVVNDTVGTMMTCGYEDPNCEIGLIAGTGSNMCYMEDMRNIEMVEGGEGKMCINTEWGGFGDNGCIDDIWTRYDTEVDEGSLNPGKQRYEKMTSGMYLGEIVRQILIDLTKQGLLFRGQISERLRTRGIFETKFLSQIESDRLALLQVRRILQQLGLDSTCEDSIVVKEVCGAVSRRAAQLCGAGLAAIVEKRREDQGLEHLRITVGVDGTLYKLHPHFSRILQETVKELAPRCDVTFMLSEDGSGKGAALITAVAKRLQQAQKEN
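Assay system: in-house recombinant HK5 (HKDC1) enzyme. Input: HKDC1 at 5 µg/mL. Medium: Tris pH 8.0 buffer with MgCl2, Tween-20, BSA, BME. Dosing: single 20 µM dose. Schedule: 90 min reaction incubation at room temperature, dark. Signal: resazurin-to-resorufin fluorescence via G6PDH and diaphorase coupling, 525/613 nm. Controls: DMSO-enzyme wells negative, buffer-substituted wells positive.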
SENP8 inh: inhibitors of human SENP8 protease | Q96LD8 | inhibition, % at 20 µM | 360,000 tested, 0.64% active | recombinant SENP8, Nedd8 substrate fluorescence; in the data active = inhibition mostly above about 40%, no sharp cut-off; inactive = mostly below about 27%
Target sequence (Q96LD8 whole entry, looked up): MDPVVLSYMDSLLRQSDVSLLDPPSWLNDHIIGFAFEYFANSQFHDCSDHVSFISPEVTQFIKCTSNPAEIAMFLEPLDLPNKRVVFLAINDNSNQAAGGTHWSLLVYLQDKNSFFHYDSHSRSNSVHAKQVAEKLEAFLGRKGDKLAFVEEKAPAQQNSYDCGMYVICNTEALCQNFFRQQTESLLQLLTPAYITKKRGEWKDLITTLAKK
NR3A LBD binder: modulators (binders) of human NR3A ligand-binding domain | AID 1259313 | Tm shift relative to glycine control, % at 25 µM | NR3A LBD differential scanning fluorimetry, Tm shift; 0% = protein alone, 100% = glycine-bound protein | 340,000 tested, 2.5% active;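 active = melting temperature shift of at least 10% of the positive control shift, at one fixed dose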
ATG4B inhibitor: blocks human ATG4B protease cleavage of LC3 substrate; inhibition, % at 8.33 µM; Q9Y4P1; ATG4B cleavage of LC3-PLA2, NBD-HPC fluorescence, 1 h; 340,000 tested, 0.51% active; AID 504462; in the data active = inhibition above about 40%
Numbers without * were called inactive; i = inactive; / = not tested or not shown.

Molecule	MPTP inh	SENP6 block	SENP7 inh	PfG6PD inh	HKDC1 inhibitor	SENP8 inh	NR3A LBD binder	ATG4B inhibitor
CC[C@@H](C)[C@H](NC(=O)CCc1c(C)c2cc3c4c(oc3c(C)c2oc1=O)CCCC4)C(=O)O	0.7	5	2	-9	5	-293	1	9
COc1ccc(C=C(C(C)=O)C(C)=O)cc1OC	2.0	-1	3	5	-5	6	1	-9
Cc1ccccc1C(=O)N1CCN(C(c2ccccc2)c2ccccc2)CC1	2.7	-21	8	9	-1	13	-1	-11
CCCc1ncc(C(O)c2cccc(OC)c2OC)n1C (centres undefined)	0.1	0	-6	-17	0	2	3	2
CCN(CC)CCNC(=O)c1nn(-c2ccc(C)cc2)c(=O)c2c1c1ccccc1n2C	-0.2	-30	-14	-5	-9	-395	-1	0
CN(C)c1ccc(CN(C)C2CCCCC2)cc1	0.8	-22	5	0	-8	5	0	-13
Cc1cc(C(=O)NNc2ccccc2F)no1	2.3	-9	-7	-4	3	12	1	-9
COc1ccc(-c2nnc(CSc3ncnc4sc5c(c34)CCC5)o2)cc1OC	0.9	/	/	-20	-1	6	-1	25
CCOC(=O)c1c(C)[nH]c(C2=NNC(=Nc3ccccc3)SC2)c1C	5.2	/	/	15	-306	-82	4	-29
Cc1occc1-c1nnc(SCC(=O)NCC2CCCO2)n1C (centres undefined)	-0.3	-5	2	7	2	-1	2	-8
COc1ccc(CC(=O)NCc2ccc(-n3cccc3)cc2)cc1OC	-0.9	-26	-1	-4	-6	10	0	-7
Cc1nnc(SCC(=O)N2CCOCC2)c2ccccc12	-0.3	-6	7	9	-3	15	1	-2
CC(C)n1cnc2c(Nc3cccc(Cl)c3)nc(NCCCO)nc21	-1.8	-3	-5	17	-1	-150	-1	-16
NS(=O)(=O)c1ccc(Nc2nc(-c3ccccc3)cs2)cc1	3.6	12	3	31	10	-23	15*	-18
Cc1ccc(-n2cc(CN(C)Cc3ncc[nH]3)c(-c3cccc(C)c3)n2)cc1	48	3	-2	14	8	16	-2	23

The listing continues:
Molecule	MPTP inh	SENP6 block	SENP7 inh	PfG6PD inh	HKDC1 inhibitor	SENP8 inh	NR3A LBD binder	ATG4B inhibitor
COc1ccc(C(=O)NNC(=O)CSc2nnc3ccccn23)cc1OC	-0.1	5	7	5	-7	8	-1	-5
C/C(CC(=O)NC(C)(C)C)=N\NC(=O)c1ccccc1N	-0.4	-19	7	-8	-7	-439	1	2
COc1cc(C2C3=C(CCCC3=O)Nc3[nH]n(-c4ccccc4)c(=O)c32)cc(OC)c1OC (centres undefined)	-2.4	-9	-7	-5	-1	1	1	5
COC(=O)c1cc(-c2ccccc2)n[nH]1	3.7	2	-1	-3	-5	14	3	-16
O=C(CSc1nnc(-c2ccncc2)n1C1CCCCC1)Nc1cccc(O)c1	0.0	-15	-8	-1	-4	4	0	-4
O=[N+]([O-])c1ccc(O)c(/C=N/n2c(CO)nc3ccccc32)c1	11	-2	11	-15	-1	20	-11	1
O=c1[nH]c(=O)c2nc3ccccc3nc2[nH]1	-1.4	-11	-11	-3	-1	-395	1	-5
Cc1cc(C(F)(F)F)nn1CC(=O)N1CCOCC1	-0.3	-4	-1	-2	-8	9	0	-10
Cc1cc(C)cc(OCC(O)CN2CCN(Cc3ccc4c(c3)OCO4)CC2)c1 (centres undefined)	28	-20	-6	-16	-2	15	-3	-4
S=c1sc2c(N3CCOCC3)ncnc2n1-c1ccccc1	-1.2	-11	-5	3	-5	11	-1	-5
CC(C)Oc1ccc(C2CC(=O)N(C)C2=O)cc1 (centres undefined)	-0.2	-18	1	-8	-6	1	-1	4
Cc1ccc(-n2c(-c3ccc(Cl)cc3)n[nH]c2=S)cc1	0.5	-15	-1	40	-4	-223	-1	3
COc1ccc(CN(C(=O)c2cc(=O)c3ccccc3o2)C2CCS(=O)(=O)C2)cc1OC (centres undefined)	0.6	-1	1	1	-3	2	0	-2
CCOC(=O)Cn1nnnc1CN1CCN(c2ccc(OC)cc2)CC1	2.6	-13	-4	9	-4	9	0	-1
CC(=O)Oc1ccc(N2C(=O)CC(N3CCOCC3)C2=O)cc1 (centres undefined)	-3.0	-1	-1	0	2	7	-3	3

Reformatted: two of the compounds above.
> O=C(CSc1nnc(-c2ccncc2)n1C1CCCCC1)Nc1cccc(O)c1
  MPTP inh: 0.0 | SENP6 block: -15 | SENP7 inh: -8 | PfG6PD inh: -1 | HKDC1 inhibitor: -4 | SENP8 inh: 4 | NR3A LBD binder: 0 | ATG4B inhibitor: -4

> O=[N+]([O-])c1ccc(O)c(/C=N/n2c(CO)nc3ccccc32)c1
  MPTP inh: 11 | SENP6 block: -2 | SENP7 inh: 11 | PfG6PD inh: -15 | HKDC1 inhibitor: -1 | SENP8 inh: 20 | NR3A LBD binder: -11 | ATG4B inhibitor: 1

Going on with the list.
Molecule	MPTP inh	SENP6 block	SENP7 inh	PfG6PD inh	HKDC1 inhibitor	SENP8 inh	NR3A LBD binder	ATG4B inhibitor
OCc1nc2ccccc2n1CCOc1ccccc1	1.4	-13	2	-9	-4	25	0	-4
CC(C)=CC(=O)OCC(=O)Nc1cc(C)cc(C)c1	-1.5	-2	-6	12	-3	9	1	-5
COc1ccc(CCC(C(O)C(F)(F)F)S(=O)c2ccccc2)cc1 (centres undefined)	0.1	-16	1	41	-2	10	2	-12
CC(C)(C)OC(=O)N/N=C/c1ccc(N2CCOCC2)s1	0.3	3	10	8	-9	-184	2	1
CCc1cc(C(=O)N2CCCC(C(=O)c3ccc(OC)c(F)c3)C2)n(C)n1 (centres undefined)	-1.0	-4	15	0	-6	20	0	14
CC(NC(=O)C(=O)NCCN1CCN(C(=O)c2ccccc2Br)CC1)c1ccccc1 (centres undefined)	-0.7	-14	-5	6	-5	10	-2	-7
COCCN1C2=C(COC(C)(C)C2)C(=S)NC1c1ccccc1 (centres undefined)	1.3	1	-2	32	-4	-42	-1	-8
Cc1ccc(-n2nc(C)c(=O)c(-c3ccccc3)c2NC(=O)C(C)C)cc1	2.1	-10	3	-16	0	4	1	0
COc1ccc(-n2c(Cc3cccn3C)nnc2SCC(=O)Nc2ccc3c(c2)OCO3)cc1	-0.3	6	0	8	1	9	0	-2
CCN1C[C@@H]2[C@@H]3C(=O)N(Cc4ccccc4)C(=O)[C@@H]3[C@](C)(C1=O)N2C(=O)c1ccc(Br)cc1	-0.6	/	/	2	2	6	1	-5
O=S(=O)(Nc1ccc(-c2csc(-c3ccccc3)n2)cc1)c1ccccc1	4.6	8	8	13	4	6	20*	-3
CCN(CC)c1ccc(/C=N/NC(=O)c2ccc([N+](=O)[O-])cc2)cc1	4.0	-1	7	-4	-13	-9	-2	-3
CC(C)(C)c1ccc(-c2nnc(N)o2)cc1	2.6	-3	3	-12	9	3	0	-9
Cc1ccc(S(=O)(=O)N2CCOCC2)cc1C(=O)OCC(=O)c1ccc(Br)cc1	-1.0	8	-1	0	0	-6	2	6
CC(NC(=O)COC(=O)Cn1cc(C(F)(F)F)ccc1=O)c1ccccc1 (centres undefined)	-1.2	0	-1	13	-3	7	2	-2

The listing continues.
Molecule	MPTP inh	SENP6 block	SENP7 inh	PfG6PD inh	HKDC1 inhibitor	SENP8 inh	NR3A LBD binder	ATG4B inhibitor
Cc1ccc(-c2cc(C(=O)N/N=C/c3ccc(F)cc3)n[nH]2)o1	-0.6	-9	2	17	0	1	31*	-8
COc1cc(/C=C/c2nnc3c4ccccc4ncn23)cc(OC)c1OC	1.1	10	-1	7	-6	-417	-1	2
CCc1cc(=O)oc2c3c(cc(OCC(=O)NCCN4CCOCC4)c12)OC(C)(C)CC3	0.2	-3	26	19	1	-237	0	-21
CC(C)c1onc(C(=O)Nc2sc3c(c2C#N)CCC3)c1[N+](=O)[O-]	18	2	2	-18	5	14	-5	0
Fc1ccccc1-c1nc2ccccc2[nH]1	-0.4	74*	76*	6	-5	-49	2	-2
CCC(=O)Nc1cccc(C(=O)/C=C/c2ccccc2)c1	3.2	-50	-3	9	7	24	-18	-4
COC(=O)C1CSC(C(=O)OC)N1C(=O)Nc1c(C)cccc1C (centres undefined)	-1.8	3	3	-5	-9	8	-1	-12
O=C(CN1CCCC1)Nc1ccccc1Cl	-0.2	3	-5	-3	-3	8	-1	-3
O=C(CSc1ncnc2c1cnn2-c1cccc(Cl)c1)NCC1CCCO1 (centres undefined)	-0.3	89*	6	-11	-4	-20	-1	-2
c1ccc(-c2csc(CN3CCCCC3)n2)cc1	-2.1	/	/	4	-4	12	0	-11
O=C(NCc1ccccc1CN1CCCC1)c1ccc(OCc2cscn2)cc1	-0.3	-19	-1	3	2	5	-1	-38
O=C(N/N=C/c1ccc(Cl)s1)C(O)c1ccccc1 (centres undefined)	1.5	8	-19	-5	-2	19	1	-9
CC1CCCCC1NC(=O)CN1c2cccc3cccc(c23)S1(=O)=O (centres undefined)	-1.3	-2	2	2	3	i	0	-5
COc1ccc(C(=O)NCC(=O)OCc2nc(N)nc(Nc3ccccc3C)n2)cc1	0.2	3	-5	-19	3	22	3	-2
Cc1cc(NC(=O)Cn2c(=O)n(Cc3ccccc3)c(=O)c3ccccc32)no1	0.5	-19	-11	-1	-4	15	2	-11

Continued.
Molecule	MPTP inh	SENP6 block	SENP7 inh	PfG6PD inh	HKDC1 inhibitor	SENP8 inh	NR3A LBD binder	ATG4B inhibitor
Oc1ccc2ccccc2c1CNn1cnnc1	-0.4	-7	6	7	-4	-96	-1	-9
Cc1cc(C)nc(NC(=O)/C=C/c2ccc(Cl)cc2Cl)c1	3.4	76*	59*	19	3	15	1	2
O=C1C2CC=CCC2C(=O)N1CNc1ccccc1 (centres undefined)	-0.2	-3	-2	13	-2	3	2	-9
CC(CCCCCCCCC(=O)O)N(CCO)C(=O)OC(C)(C)C (centres undefined)	0.3	2	2	-16	-3	16	4	7
CC(=O)N(/N=C/c1cccc(C)c1)c1nc(-c2ccc(Br)cc2)cs1	2.0	-15	7	-11	0	22	0	2
CCCCC(=O)NCc1ccc(Cl)cc1	0.4	-28	-5	-11	-12	7	-3	-4
O=C(/C=C/c1cccc(Br)c1)N1CCN(c2cccc(C(F)(F)F)c2)CC1	12	8	0	14	6	14	-4	13
O=C(Cc1cccs1)N(CC1CCCO1)C1(C(=O)NC2CCCCC2)CCCCC1 (centres undefined)	0.7	5	5	-8	1	6	0	-5
OC1(c2cn(Cc3ccccc3)nn2)CCCCC1	-3.5	-15	-6	8	-4	17	-1	0
O=C(CSc1nccc(=O)[nH]1)c1ccco1	-2.9	5	7	-6	-1	6	2	-10
CNC(=O)c1ccc(N(Cc2ccccc2C)S(C)(=O)=O)cc1	0.6	-5	-1	-28	-4	13	-1	1
COC(=O)c1ccc2c(=O)n(CCN3CCOCC3)c(SCC(=O)Nc3ccc(C)cc3)nc2c1	-0.7	12	2	6	2	-25	-3	5
COc1ccc(S(=O)(=O)NC2CC(=O)N(c3ccc4c(c3)OCCO4)C2)cc1 (centres undefined)	0.2	-12	-5	-2	-3	7	2	-1
CCOC(=O)C1=C(c2ccccc2)c2ccccc2N(S(=O)(=O)C(F)(F)F)C1C(=O)OCC (centres undefined)	-0.8	/	-2	8	11	-17	0	6
COCCCN(Cc1ccco1)C(=O)Cn1ncc2c(=O)oc3ccc(C)cc3c21	0.7	16	-3	-16	-20	4	2	-6

(more compounds)
Molecule	MPTP inh	SENP6 block	SENP7 inh	PfG6PD inh	HKDC1 inhibitor	SENP8 inh	NR3A LBD binder	ATG4B inhibitor
CS(=O)(=O)c1ccc(Cl)c(NC(=O)CN2CCN(C(=O)c3cccs3)CC2)c1	-0.8	-27	7	2	-7	-3	3	0
CSCCC(NS(=O)(=O)c1ccc(C)cc1)C(=O)N1CCN(C(C)=O)CC1 (centres undefined)	-2.2	-15	18	-16	0	10	2	4
Cc1nc(S(=O)(=O)Nc2ccc3c(c2)OCCO3)cn1C	1.7	7	3	-7	-3	12	1	-4
O=C(CNC1CCCCC1)Nc1cccc(C(F)(F)F)c1	-0.7	-1	1	-8	-6	24	1	-6
COc1ccc(C(CNC(=O)C(C)Oc2ccc(Br)cc2)N2CCCC2)cc1 (centres undefined)	-0.4	2	5	8	-5	-193	-2	3
CCOc1cccc2c1OC1(C)CC2NC(=O)N1Cc1ccccc1 (centres undefined)	0.0	/	/	-11	-4	23	-1	-7
